Screening results deposited in PubChem by several laboratories.
GPR7 antagonist: human neuropeptides B/W receptor 1 antagonism. actives 1.1% (n = 290,000). GPR7-expressing cells, fluorescence antagonist assay. inhibition, % at 4.4 µM. AID 1861; in the data active = inhibition above about 16%, passing the limit was not always enough;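 also: cells stimulated with the agonist NPW; 0% = agonist with vehicle and 100% = vehicle without agonist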
Target sequence (P48145 whole entry, looked up): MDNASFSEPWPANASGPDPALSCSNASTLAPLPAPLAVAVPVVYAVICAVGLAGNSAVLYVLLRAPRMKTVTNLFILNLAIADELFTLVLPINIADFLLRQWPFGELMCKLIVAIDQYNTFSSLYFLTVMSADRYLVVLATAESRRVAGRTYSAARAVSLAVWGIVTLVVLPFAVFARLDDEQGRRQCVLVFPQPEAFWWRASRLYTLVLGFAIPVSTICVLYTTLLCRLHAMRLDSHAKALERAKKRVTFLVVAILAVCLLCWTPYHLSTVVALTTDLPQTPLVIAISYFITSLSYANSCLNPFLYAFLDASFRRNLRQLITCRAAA
GalR3 antag: blocks the human galanin receptor 3; inhibition, % at 3 µM; actives 0.44% (n = 360,000); HEK293 GalR3-CNG cAMP membrane potential fluorescence; galR3 body fused to GalR1 C-terminus;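 active = inhibition above the screen-wide average plus 3 SD, cut at about 13% in these data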;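 also: forskolin and galanin both at EC90 stimulate the cells; cAMP rise reported by CNG channel membrane potential dye signal; 0% = forskolin plus galanin with DMSO and 100% = forskolin alone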
Target sequence (O60755 1-299 limits assumed): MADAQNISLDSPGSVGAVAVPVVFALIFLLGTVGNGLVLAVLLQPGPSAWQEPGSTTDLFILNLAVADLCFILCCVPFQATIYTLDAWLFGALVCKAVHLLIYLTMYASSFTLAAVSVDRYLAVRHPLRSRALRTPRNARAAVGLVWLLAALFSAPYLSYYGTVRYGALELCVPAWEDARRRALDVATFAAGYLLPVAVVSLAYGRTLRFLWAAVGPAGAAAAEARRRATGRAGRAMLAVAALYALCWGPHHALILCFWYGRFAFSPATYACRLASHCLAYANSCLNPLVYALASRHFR
V1R ag counter: V1a receptor agonism, counter-screen for OXTR agonists; actives 0.25% (n = 320,000); CHO-V1R cells, Fluo-8 calcium fluorescence, agonist mode; 0% DMSO, 100% 3 nM vasopressin; P37288; activation, % at 3 µM;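 active = activation above the mean activation of all tested compounds plus 3 SD, per screening run, cut at about 20% in these data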;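 also: signal is peak over basal fluorescence ratio across a 100 second FLIPR read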
MEKK2 WT-MEK5: raises or lowers MEK5 binding to wildtype human MEKK2 PB1 domain; bead flow cytometry, Alexa488-MEK5 binding to MEKK2 WT; actives lie on both sides; binding response (% of control), % at 10 µM; actives 1.1% (n = 290,000); in the data active = binding response below about 67% or above about 130%
M18AAP inhibitor: PfM18AAP enzyme inhibition; recombinant PfM18AAP, H-Glu-NHMec fluorogenic cleavage; inhibition, % at 7.35 µM; actives 1.2% (n = 290,000);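 active = inhibition above the campaign mean inhibition over all tested compounds plus 3 SD, cut at about 28% in these data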;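 also: 0% = plate median of test compound wells and 100% = 2 mM ZnCl2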
OXTR potentiator: potentiators of human oxytocin receptor. CHO-OTR cells, Fluo-8 calcium fluorescence, potentiator mode; 0% = oxytocin EC15, 100% = EC100. actives 0.061% (n = 320,000). activation, % at 3 µM. AID 2445;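 active = activation above that plate's cutoff, the mean activation of tested compounds plus 3 SD, cut at about 6.6% in these data, passing the limit was not always enough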;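 also: 100% uses oxytocin at 75 nM as the full agonist control; some results filed as inactive read as strong as hits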
Target sequence (P30559 whole entry, looked up): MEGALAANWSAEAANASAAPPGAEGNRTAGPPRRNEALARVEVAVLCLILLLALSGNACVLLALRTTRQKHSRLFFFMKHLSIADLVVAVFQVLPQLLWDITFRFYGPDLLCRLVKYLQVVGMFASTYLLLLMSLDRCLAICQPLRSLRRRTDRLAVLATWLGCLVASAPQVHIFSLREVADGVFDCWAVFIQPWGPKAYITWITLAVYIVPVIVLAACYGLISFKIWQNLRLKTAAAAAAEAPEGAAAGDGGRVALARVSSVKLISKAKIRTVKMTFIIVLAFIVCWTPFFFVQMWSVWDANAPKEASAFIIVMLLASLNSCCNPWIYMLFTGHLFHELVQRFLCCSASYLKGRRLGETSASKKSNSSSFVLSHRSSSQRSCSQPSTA
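Measured by – Fluo-8 calcium dye fluorescence · Test system – human OTR in CHO cells · Dosing – one concentration, 3.0 µM compound · Controls – EC15 oxytocin alone as 0%, 75 nM oxytocin as 100% · Evaluation – normalized max/min fluorescence ratio, % activation · Timing – 6 min pre-incubation, 100 s read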
NALP1 yeast inh: blocks the NALP1 inflammasome reconstituted in yeast. S. cerevisiae NALP1/ASC/caspase-1 growth, X-gal OD620, 72 h. inhibition, % at 10 µM. actives 0.61% (n = 280,000). AID 2071; in the data active = inhibition mostly above about 24%, no sharp cut-off; inactive = mostly below about 32%; also: some compounds called inactive have numbers as strong as hits
OXTR agonist: agonists of human oxytocin receptor; P30559; CHO-OTR cells, Fluo-8 calcium fluorescence; normalized: DMSO 0%, oxytocin 100%; activation, % at 3 µM; actives 0.32% (n = 320,000);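 active = activation above the mean of all tested compounds plus 3 SD, cutoff set per screening run, cut at about 20% in these data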;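 also: peak over basal fluorescence ratio from a 100 s FLIPR kinetic read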
MEKK2mut PB1 HTS: signal of MEK5 binding to mutant human MEKK2 PB1 domain | bead flow cytometry, Alexa488-MEK5 binding to MEKK2 mutant | percent response, % at 10 µM | actives 0.35% (n = 290,000) | AID 1530; in the data active = percent response above about 24%, passing the limit was not always enough; also: inactives centre near 1; some results filed as inactive read as strong as hits
* marks the source's active call; other numbers are inactive results; . = not tested or not shown.

Each structure is followed by: GPR7 antagonist	GalR3 antag	V1R ag counter	MEKK2 WT-MEK5	M18AAP inhibitor	OXTR potentiator	NALP1 yeast inh	OXTR agonist	MEKK2mut PB1 HTS
- CCOc1cc(C(=S)N2CCOCC2)ccc1OC
  -9	-3	0.2	95	4	-10	-1	-0.2	0
- Cn1c(SCc2ccc(F)cc2)nnc1-c1ccccn1
  -2	-4	-0.3	93	1	4	5	-0.5	-4
- CC(=O)c1ccc(OCC(C)C)c(CC(C(N)=O)C(N)=O)c1
  1	-5	-0.3	103	7	4	-3	1.4	4
- Cc1ccccc1-n1c(Cn2c(=O)sc3ccccc32)nnc1SC(C)C
  3	.	-0.2	102	2	-5	-6	-1.4	9
- CCC(=O)N/N=C(\C)CC(=O)Nc1ccc(F)cc1
  -7	-5	-0.9	94	-3	-6	-9	-0.9	-5
- CC1CCCCN1S(=O)(=O)c1ccc(NC(=O)CSc2nnnn2C)cc1 (configuration not stated)
  -3	-3	-0.3	86	-11	-5	27	0.7	-6
- CC(C)[C@H](NC(=O)c1cc2cc(Cl)ccc2n1C)C(=O)N[C@@H](C(=O)O)c1ccccc1
  11	-8	0.1	99	0	-14	12	-0.8	-3
- COc1ccc(-n2c(=O)c3ccccc3c3ccccc3c2=O)c(OC)c1
  -11	2	-2.0	101	0	-4	18	-2.3	19
- Cc1cccc(NC(=O)CN2CCCN(S(=O)(=O)c3ccc(Br)s3)CC2)c1
  8	-5	2.0	111	-2	-18	7	1.9	5
- CC(=O)NC1C(O)OC(CO)C(O)C1O (configuration not stated)
  .	0	0.9	.	.	-7	.	0.6	.

Some of the entries so far, in CSV form.
canonical_smiles,GPR7 antagonist,GalR3 antag,V1R ag counter,MEKK2 WT-MEK5,M18AAP inhibitor,OXTR potentiator,NALP1 yeast inh,OXTR agonist,MEKK2mut PB1 HTS
CCOc1cc(C(=S)N2CCOCC2)ccc1OC,-9,-3,0.2,95,4,-10,-1,-0.2,0
Cn1c(SCc2ccc(F)cc2)nnc1-c1ccccn1,-2,-4,-0.3,93,1,4,5,-0.5,-4
CC(=O)c1ccc(OCC(C)C)c(CC(C(N)=O)C(N)=O)c1,1,-5,-0.3,103,7,4,-3,1.4,4
Cc1ccccc1-n1c(Cn2c(=O)sc3ccccc32)nnc1SC(C)C,3,.,-0.2,102,2,-5,-6,-1.4,9
CCC(=O)N/N=C(\C)CC(=O)Nc1ccc(F)cc1,-7,-5,-0.9,94,-3,-6,-9,-0.9,-5
CC1CCCCN1S(=O)(=O)c1ccc(NC(=O)CSc2nnnn2C)cc1 (configuration not stated),-3,-3,-0.3,86,-11,-5,27,0.7,-6
CC(C)[C@H](NC(=O)c1cc2cc(Cl)ccc2n1C)C(=O)N[C@@H](C(=O)O)c1ccccc1,11,-8,0.1,99,0,-14,12,-0.8,-3
COc1ccc(-n2c(=O)c3ccccc3c3ccccc3c2=O)c(OC)c1,-11,2,-2.0,101,0,-4,18,-2.3,19
Cc1cccc(NC(=O)CN2CCCN(S(=O)(=O)c3ccc(Br)s3)CC2)c1,8,-5,2.0,111,-2,-18,7,1.9,5

(listing goes on)
Each structure is followed by: GPR7 antagonist	GalR3 antag	V1R ag counter	MEKK2 WT-MEK5	M18AAP inhibitor	OXTR potentiator	NALP1 yeast inh	OXTR agonist	MEKK2mut PB1 HTS
- O=C(O)c1ccc(NS(=O)(=O)c2ccc(C(=O)Nc3ccccc3)cc2)cc1
  4	-6	0.7	107	-1	-9	4	0.2	10
- Cc1ccc(NC(=O)NC(=O)N(c2ccccc2)S(C)(=O)=O)cc1
  11	-4	-0.6	97	-9	5	18	1.1	2
- Cc1cccc(NCc2ccccc2OCc2ccccc2F)c1
  2	-7	-0.5	101	-4	-12	33	-1.8	2
- C=CCCC(=O)Nc1nc(C)c(-c2csc(Nc3cc(OC)ccc3OC)n2)s1
  6	1	0.5	110	1	-11	8	-0.2	1
- COC(=O)c1ccc(/C=N/Nc2nc3ccccc3[nH]2)cc1
  -8	-1	-1.4	96	8	-18	-16	-2.9	-4
- COC(=O)C(C)Sc1ccc2nnc(CCNS(=O)(=O)c3ccc(C)cc3)n2n1 (configuration not stated)
  -17	-3	-0.4	106	-1	-3	8	-1.2	7
- CCOc1ccc(NC(=O)C[n+]2ccc(N(C)C)cc2)cc1
  -5	0	-0.4	101	-3	2	33	-1.4	-1
- CCOc1ccc(C(C)NC(=O)c2ccccc2F)cc1 (configuration not stated)
  1	0	1.4	103	0	6	19	-2.1	0
- COCCCNC(=O)c1ccc2c(c1)CCN2S(C)(=O)=O
  -6	-6	-0.3	102	1	6	12	1.5	9
- COc1ccc(Cl)cc1NC(=O)C(C)Sc1nnc(C2CC2)n1C1CC1 (configuration not stated)
  .	-11	-0.8	.	.	8	.	-1.4	.
- COC(=O)c1cc(-c2c(C)oc3cc(OC)ccc3c2=O)c(C)o1
  -7	-1	2.2	101	13	-7	-4	2.3	1
- CCN(CC)C(=O)c1sc(NC(=O)c2cccs2)c(C#N)c1C
  -2	-2	0.9	91	-7	-10	-5	0.7	-13
- CC(=O)Nc1ccc(C2=NN(c3ccccc3)C(c3cccs3)C2)cc1 (configuration not stated)
  -21	-3	0.2	99	2	-8	2	0.5	-4
- CN(CC(=O)Nc1ccc(F)c(F)c1F)C(=O)/C=C/c1ccco1
  .	4	-0.6	.	.	-1	.	-0.5	.
- CCOc1ccc(NC(=O)NCc2ccccn2)cc1
  -4	-1	-0.6	100	-1	0	23	-1.1	-4
- COc1ccc(NS(=O)(=O)c2cc(NC(=O)c3ccccc3)ccc2N2CCOCC2)cc1
  .	-6	0.5	.	.	-10	.	-0.5	.
- COc1ccc(NC(=O)c2cccc([N+](=O)[O-])c2)cc1
  12	-5	0.5	96	4	3	9	-0.5	-3
- O=C(C(=O)N1CC=C(c2ccccc2)CC1)c1c[nH]c2ccccc12
  0	-1	1.1	127	-2	-5	26	1.8	13
- CN(Cc1cccc(F)c1)C(=O)C(c1ccccc1)c1ccccc1
  1	-13	.	94	-2	.	15	.	-4
- Cc1ccc2cc3c(NC(=O)c4ccco4)nn(CC(C)C)c3nc2c1
  -5	-3	-0.1	98	-2	-5	-3	-2.7	3
- COc1ccc(NC(=O)CN(c2ccc(C)cc2)S(=O)(=O)c2c(C)nn(C)c2C)cc1
  2	1	0.2	97	-5	-12	-4	-1.0	-3
- Cc1ccc(S(=O)(=O)c2c(N)n(CCCN(C)C)c3nc4ccccc4nc23)cc1
  2	-5	0.7	102	-5	-8	0	2.3	-4
- Cc1cc(C(=O)CSc2nc3ccccc3[nH]2)c(C)n1Cc1ccco1
  0	-2	9.2	102	-2	-11	32	13	-1
- O=C(CSc1nnc2c(n1)[nH]c1ccccc12)Nc1nncs1
  -1	-7	0.8	99	11	-6	9	0.3	-3
- Nc1cc(=O)[nH]n1C1CCCCC1
  10	-3	0.8	64	4	5	-1	0.3	-16
- CSCc1ccc(C(=O)N2CCC(CCC(=O)N(C)Cc3ccccc3)CC2)o1
  -11	1	0.1	103	-2	-2	7	-0.9	3
- O=C(Nc1ccc(F)c(Cl)c1)c1nsc(Cl)c1Cl
  -6	-3	0.3	96	-5	4	21	-3.3	4
- COc1ccc(NC(=O)CSc2nc(N3CCCCC3)nc(N3CCCCC3)n2)cc1
  1	-2	-0.1	105	9	-2	-13	-0.2	-2
- CC(C)C(CCNCc1ccccn1)c1ccc(Cl)cc1 (configuration not stated)
  17	-18	3.0	114	1	-18	5	0.9	10
- C=CCOc1cccc(/C=N/NC(=O)CN(c2cc(Cl)ccc2OC)S(=O)(=O)c2ccc(C)c([N+](=O)[O-])c2)c1
  -5	-3	-1.7	124	-2	-2	14	-2.0	5
- Cc1cc(C)cc(NC(=O)COc2coc(CN3CCc4ccccc43)cc2=O)c1
  .	-5	-0.3	.	.	-5	.	-0.1	.
- COc1cc2[nH]c(=O)n(CCC(=O)N3CCN(Cc4ccc5c(c4)OCO5)CC3)c(=O)c2cc1OC
  -14	-6	0.8	96	0	-2	-12	0.0	-2
- CC(C)NC(=O)N(C)C[C@H]1Oc2c(NC(=O)Nc3ccc4c(c3)OCO4)cccc2C(=O)N([C@H](C)CO)C[C@@H]1C
  .	2	3.6	.	.	2	.	0.2	.
- COc1cc2c(cc1OC)C1=C(C#N)CC/C(=N\S(=O)(=O)c3ccccc3)N1CC2
  0	.	0.0	108	-6	-7	3	-0.4	13
- CC(C)C[C@H](NC(=O)OC(C)(C)C)c1nnc(SCc2cccc(F)c2)o1
  -2	-5	3.0	94	-1	-19	10	-1.2	0
- COc1ccc(CN(CC(=O)NC2CCCCC2)C(=O)CCCC(=O)Nc2ccccn2)cc1
  -4	-3	0.7	103	-2	-3	5	-0.9	2
- COc1cccc(C2SCC(=O)N2c2cccc(C)c2)c1OC (configuration not stated)
  -7	-13	-1.1	101	-1	-5	9	-1.0	2
- CCN(CC)C1CCN(C(=O)c2ccc(OC3CCN(Cc4ccccn4)CC3)cc2)C1 (configuration not stated)
  -4	-6	0.1	92	10	-7	25	0.9	-3
- COCCN(C)Cc1cn(-c2ccc(F)cc2F)nc1-c1ccccc1C
  -11	-6	-0.4	102	-6	-9	17	0.1	3
- COc1ccc(N2CCN(C(=O)c3ccc(C)cc3)CC2)c([N+](=O)[O-])c1
  -1	-11	3.7	101	-4	-9	43	4.5	-1
- COc1ccc(F)cc1C(=O)C1CCCN(Cc2cn(C)c3ccccc23)C1 (configuration not stated)
  24*	-5	7.3	115	7	-10	11	15	-2
- Cc1nn2c(N3CCN(C(=O)c4ccco4)CC3)cc(C(C)(C)C)nc2c1-c1ccccc1
  -8	0	1.0	96	1	-4	0	-0.4	5
- COC(=O)c1ccccc1NC(=O)CSc1nccc(C)n1
  16	-2	-0.1	73	0	-12	-13	-0.5	-17
- COc1ccc(NS(=O)(=O)c2cccc(C(=O)NCC(c3ccccc3OC)N3CCCC3)c2)cc1 (configuration not stated)
  .	-6	0.4	.	.	-5	.	-0.1	.
- Cc1cccc(Nc2nc(N)c([N+](=O)[O-])c(N3CCN(C)CC3)n2)c1
  -21	10	1.8	124	-4	-4	14	0.3	24
- Cc1onc(-c2c(F)cccc2Cl)c1C(=O)OCn1nnc2ccccc2c1=O
  2	-6	1.5	107	-8	-6	6	0.7	4
- CC(C)c1ccc(C2NC(=O)c3ccccc3O2)cc1 (configuration not stated)
  14	-8	0.7	94	-1	-10	19	-0.8	-1
- CN(C)S(=O)(=O)c1ccc(N2CCOCC2)c(C(=O)NCc2ccc3c(c2)OCO3)c1
  .	-5	2.7	.	.	-6	.	1.6	.
- Cc1ccc(N2C(=O)C3NN=C(C(=O)OCc4ccccc4)C3C2=O)c(C)c1 (configuration not stated)
  -1	5	2.0	100	1	-4	28	4.1	-2
